Screening data from PubChem.
GALR2 blocker = GALR2 (human) receptor antagonism; GALR2-expressing cells, antagonist mode; inhibition, % at 4 µM; 140,000 tested, 0.39% active; AID 828; in the data active means inhibition above about 27%;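 further: cells stimulated with galanin 1-16 at roughly its EC80; 0% = agonist challenge control and 100% = basal control without agonist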
Target sequence (O43603 whole entry, looked up): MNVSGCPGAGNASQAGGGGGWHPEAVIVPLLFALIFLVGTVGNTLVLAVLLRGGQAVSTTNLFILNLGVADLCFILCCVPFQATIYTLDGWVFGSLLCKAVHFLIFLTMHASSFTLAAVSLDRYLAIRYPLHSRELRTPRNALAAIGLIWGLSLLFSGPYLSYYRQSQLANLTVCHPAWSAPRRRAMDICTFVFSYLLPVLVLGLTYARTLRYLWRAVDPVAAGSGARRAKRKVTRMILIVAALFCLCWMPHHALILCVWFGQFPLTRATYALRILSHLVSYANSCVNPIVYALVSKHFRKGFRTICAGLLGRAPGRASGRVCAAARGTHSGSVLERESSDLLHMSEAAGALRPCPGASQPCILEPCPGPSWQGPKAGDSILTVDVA
MRP1 act = activates MRP-1; 140,000 tested, 0.61% active; viability increase, % at 10 µM; H69AR cells + doxorubicin, viability rescue, CellTiter-Glo;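 active means viability gain under doxorubicin at or above a set limit, the compound median plus 3 SD, cut at about 4.7% in these data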;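 further: MRP-1 overexpressing cells given doxorubicin 25 µM after compound pretreatment; 18-22 h compound pretreatment then 72 h with doxorubicin before readout; 0% = doxorubicin-only wells and 100% = vehicle-treated cells without doxorubicin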
Measles CPE = protection of cells from measles virus. Measles virus-infected cells, CPE protection, absorbance. protection (pct of control), % at 4 µM. 140,000 tested, 1.5% active; in the data active means protection mostly above about 24%, no sharp cut-off; inactive means mostly below about 26%; further: some compounds called inactive have numbers as strong as hits
E-sel TNF inh = TNF alpha driven E-selectin expression inhibition | inhibition, % at 2 µM | AID 1246 | HUVEC TNFa-induced E-selectin immunofluorescence, high content | 120,000 tested, 0.71% active;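 active means inhibition above the batch mean plus 3 SD, and confirmed as a hit on visual image review, cut at about 43% in these data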;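 further: 0% = TNF-stimulated DMSO wells and 100% = unstimulated control wells; not every result past the cut was called active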
Yeast lifespan up = extends the lifespan of yeast; 130,000 tested, 0.68% active; inhibition of the nicotinamide effect, % at 10 µM; S. cerevisiae growth with nicotinamide, OD615; deaD strain in restrictive glucose medium;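 active means inhibition above a set limit, placed 3 SD over the median of all compounds, cut at about 26% in these data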;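 further: 0% = nicotinamide-treated wells and 100% = cells grown without nicotinamide; some compounds called inactive have numbers as strong as hits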
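Assay system: engineered S. cerevisiae DeaD replicative-lifespan strain, galactose-grown log-phase cells; medium: restrictive CSMM-D dextrose medium; also added: nicotinamide, 1.5 mM, co-present with compound; schedule: 48 h compound exposure at 30 °C, humidified; detection: absorbance at 615 nm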
PTEN del growth = suppresses growth of cells with PTEN deletion; viability, % at 10 µM; 140,000 tested, 1.2% active; HCT116 PTEN-null viability, CellTiter-Glo, 60 h; stronger effect = lower value; AID 827;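 active means viability at or below a set limit, 4 SD under the median of all tested compounds, cut at about 3.7% in these data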;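 further: PTEN knockout HCT116 line with beta catenin targeted HCT116 as companion control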
bCat KO growth = beta-catenin-lacking colon tumor cell growth suppression; viability, % at 10 µM; HCT116 beta-catenin knockout viability, CellTiter-Glo, 60 h; stronger effect = lower value; 140,000 tested, 1.5% active;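 active means viability at or under a set limit, the compound median less 4 SD, cut at about 6% in these data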;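 further: 0% = Hyamine 1622 control at 20 µM and 100% = untreated cell control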
Yeast growth inh = chemicals that inhibit yeast BB579 growth in restrictive medium (lifespan-shortening candidates) | S. cerevisiae BB579 growth, OD615, 48 h | inhibition, % at 10 µM | 140,000 tested, 0.51% active | AID 804;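 active means inhibition above a set limit, 3 SD over the mean compound inhibition, cut at about 44% in these data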; further: inactives centre near -24
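Test system: Saccharomyces cerevisiae DeaD strain BB579, replicative lifespan model yeast | Buffer or medium: Restrictive CSMM-D medium | Doses: One dose, 10 µM compound with 0.25% DMSO | Incubation: 48 h exposure, 30 °C | Detection: Culture absorbance at 615 nm | Control set: Amphotericin B at 10 µg/mL as positive control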
NPY-Y2 antag = NPY-Y2 (human) receptor antagonism | NPY-Y2 expressing cells, antagonist mode | inhibition, % at 2.7 µM | 140,000 tested, 0.99% active | AID 793; in the data active means inhibition above about 17%;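 further: 0% = vehicle with agonist challenge and 100% = reference antagonist with challenge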
Target sequence (P49146 whole entry, looked up): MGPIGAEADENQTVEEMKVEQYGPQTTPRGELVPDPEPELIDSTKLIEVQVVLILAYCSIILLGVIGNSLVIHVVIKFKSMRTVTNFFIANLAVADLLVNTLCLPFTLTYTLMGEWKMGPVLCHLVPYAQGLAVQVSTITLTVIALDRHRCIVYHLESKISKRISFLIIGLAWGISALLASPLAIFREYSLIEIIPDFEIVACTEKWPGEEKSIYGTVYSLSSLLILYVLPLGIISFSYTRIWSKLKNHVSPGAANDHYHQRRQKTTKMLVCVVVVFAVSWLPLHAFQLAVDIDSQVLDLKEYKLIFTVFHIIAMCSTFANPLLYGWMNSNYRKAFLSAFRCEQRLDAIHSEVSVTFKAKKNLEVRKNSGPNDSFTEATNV
Phagocytosis inh = macrophage phagocytosis inhibition. J774A.1 macrophage IgG-bead phagocytosis, imaging. inhibition, % at 5 µM. 110,000 tested, 0.07% active. AID 1029;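 active means inhibition above the mean of the plate negative controls plus 5 SD, cut at about 13% in these data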;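 further: phagocytic index as fraction of beads internalized from green versus red external bead signal; plate controls were DMSO negative control for no effect and cytochalasin-D positive control for full effect; some results beyond the cut were filed as inactive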
Numbers without * were called inactive; . = no result given.

#	canonical_smiles	GALR2 blocker	MRP1 act	Measles CPE	E-sel TNF inh	Yeast lifespan up	PTEN del growth	bCat KO growth	Yeast growth inh	NPY-Y2 antag	Phagocytosis inh
1	O=C(NCc1ccco1)c1cc(S(=O)(=O)N2CCOCC2)c(Cl)cc1Cl	8	-1.1	15	-25	-4	83	87	-47	2	-1
2	CCOc1cc(C#N)c(NC(=O)CSc2nnnn2-c2ccc(OC)cc2)cc1OCC	6	-0.8	5	3	-4	87	93	-16	7	0
3	Cc1ccccc1-n1c(C)cc(/C=N/NC(=O)c2ccncc2)c1C	-9	-1.2	5	27	-24	70	76	-8	1	-1
4	N#Cc1cc(-c2ccccc2)nnc1Oc1ccccc1	-1	1.2	16	27	-17	99	91	-8	5	.
5	CCN(CC)C(=O)CSc1ncnc2c(-c3cccs3)nsc12	-8	-5.6	6	12	-15	64	60	-43	-5	0
6	Cc1cc(=O)n(C)c(=O)n1CCCCCN1CCCC1	1	-0.2	3	-6	-6	110	98	-46	0	-2
7	O=C(Cc1cccc2ccccc12)NC(NC(=S)Nc1ccccc1Cl)C(Cl)(Cl)Cl (stereo unspecified)	-1	-4.3	2	-8	2	16	38	-22	-1	.
8	COc1ccc(N(CC(=O)N2CCCC(C)C2)S(=O)(=O)c2c(C)nn(C)c2C)cc1 (stereo unspecified)	10	-1.2	11	.	-2	87	94	-86	0	0

Next entries follow.
#	canonical_smiles	GALR2 blocker	MRP1 act	Measles CPE	E-sel TNF inh	Yeast lifespan up	PTEN del growth	bCat KO growth	Yeast growth inh	NPY-Y2 antag	Phagocytosis inh
9	O=C(O)CC(NS(=O)(=O)c1cccc2nsnc12)c1ccc(F)cc1 (stereo unspecified)	3	-1.8	18	.	4	88	95	-34	1	1
10	CN(C)CCCNC1CS(=O)(=O)CC1O (stereo unspecified)	2	-0.8	15	2	-3	105	100	-34	2	0
11	COc1ccc(CCNC(=O)CN2CCN(c3cccc(C(F)(F)F)c3)CC2)cc1	4	-3.2	23	-28	-5	44	50	-21	6	-1
12	Cc1ccc(Cn2ncc3c(N4CCN(c5ccccc5C)CC4)ncnc32)cc1	-19	1.4	2	-5	-5	49	39	-36	12	-1
13	COCCCNC(=O)CNC(=S)N(Cc1cc(OC)c(OC)c(OC)c1)C1CCCC1	-4	-2.1	10	.	0	96	93	-3	4	-6
14	O=C(CSc1ccc2nnc(-c3ccncc3)n2n1)Nc1ccc2c(c1)OCCO2	2	-2.6	18	.	-11	106	90	-4	3	-1
15	CCCCCC(=O)N(CN1C(=O)CCC1=O)c1ccccc1	-1	0.0	24	12	-15	95	90	-23	1	-1
16	COc1cccc(C2(c3cccc(OC)c3)CC2C(=O)Nc2ccccc2Cl)c1 (stereo unspecified)	2	-2.2	2	1	-4	96	96	-9	14	-9

Later entries.
#	canonical_smiles	GALR2 blocker	MRP1 act	Measles CPE	E-sel TNF inh	Yeast lifespan up	PTEN del growth	bCat KO growth	Yeast growth inh	NPY-Y2 antag	Phagocytosis inh
17	O=C1C2C(C(=O)N1CC1CCCO1)C1C=CC2C12CC2 (stereo unspecified)	-2	-1.1	25	6	6	99	102	-33	3	1
18	COC(=O)c1c(NC(=O)c2ccccc2N(C)S(=O)(=O)c2ccccc2)sc2c1CCCC2	-1	-4.2	5	.	.	19	16	-48	12	.
19	CCOC(=O)Cc1c(C)nc2c(-c3ccccc3)c(C)nn2c1C	-3	0.2	7	-7	.	79	84	-37	6	.
20	COc1ccc(NC(=O)C(C)Sc2ccccc2)cc1 (stereo unspecified)	0	-0.2	5	14	-16	96	110	3	0	-1
21	Cc1ccccc1OCC(=O)NCC(=O)OCC(=O)c1ccc2ccccc2c1	-4	-0.2	11	11	-5	98	93	-11	15	.
22	CSc1c(-c2ccccc2)nc2ccccc2c1C(=O)O	0	-1.7	6	-1	-18	90	89	-5	0	.
23	CCCCCOc1ccc(Br)cc1CSC(=N)N	33*	-6.4	1	.	-2	0.8*	1.3*	-31	35*	26
24	COc1ccccc1NC(=O)c1oc2ccc(C)cc2c1C	-4	-3.6	2	-5	-10	71	74	5	12	3

6 compounds already listed, sorted by their value in NPY-Y2 antag, rising.
#	SMILES	NPY-Y2 antag
7	O=C(Cc1cccc2ccccc12)NC(NC(=S)Nc1ccccc1Cl)C(Cl)(Cl)Cl (stereo unspecified)	-1
20	COc1ccc(NC(=O)C(C)Sc2ccccc2)cc1 (stereo unspecified)	0
13	COCCCNC(=O)CNC(=S)N(Cc1cc(OC)c(OC)c(OC)c1)C1CCCC1	4
4	N#Cc1cc(-c2ccccc2)nnc1Oc1ccccc1	5
24	COc1ccccc1NC(=O)c1oc2ccc(C)cc2c1C	12
21	Cc1ccccc1OCC(=O)NCC(=O)OCC(=O)c1ccc2ccccc2c1	15

Next part:
#	canonical_smiles	GALR2 blocker	MRP1 act	Measles CPE	E-sel TNF inh	Yeast lifespan up	PTEN del growth	bCat KO growth	Yeast growth inh	NPY-Y2 antag	Phagocytosis inh
25	CC1=CC(c2ccccc2)n2nc(N3C(=O)CCC3=O)nc2N1 (stereo unspecified)	11	1.1	10	27	.	102	102	-38	7	.
26	Cc1[nH]cnc1CSCCN	6	1.2	31	.	-2	107	97	-37	1	1
27	Cc1cc(S(=O)(=O)NC2CCCCC2)ccc1OCC(=O)NCc1cccnc1	10	-0.8	3	2	-5	.	96	-5	0	0
28	CC1(C)Cc2nc3sc4c(=O)[nH]cnc4c3cc2CS1	4	-1.3	5	-24	-8	92	100	-69	-1	-1
29	CC(=O)NCCC(=O)Nc1cc(F)ccc1C	7	-0.7	20	15	-1	111	95	-59	-1	0
30	COc1cc(OC)cc(C(=O)NCc2n[nH]c(=S)n2-c2ccccc2)c1	-11	-0.4	8	1	-5	96	91	-26	-3	.
31	CC(=O)OC1COC(N2CCc3ccccc32)C(OC(C)=O)C1OC(C)=O (stereo unspecified)	7	-1.6	15	.	-4	100	89	24	2	-9
32	COc1ccc(-c2cn3c(n2)CCC3)cc1	3	-0.2	6	-27	-16	98	87	-21	1	-3

An excerpt from above in order of number of heavy atoms, low to high.
#	canonical_smiles	GALR2 blocker	MRP1 act	Measles CPE	E-sel TNF inh	Yeast lifespan up	PTEN del growth	bCat KO growth	Yeast growth inh	NPY-Y2 antag	Phagocytosis inh
32	COc1ccc(-c2cn3c(n2)CCC3)cc1	3	-0.2	6	-27	-16	98	87	-21	1	-3
29	CC(=O)NCCC(=O)Nc1cc(F)ccc1C	7	-0.7	20	15	-1	111	95	-59	-1	0
30	COc1cc(OC)cc(C(=O)NCc2n[nH]c(=S)n2-c2ccccc2)c1	-11	-0.4	8	1	-5	96	91	-26	-3	.

(further entries)
Screens in order – GALR2 blocker, MRP1 act, Measles CPE, E-sel TNF inh, Yeast lifespan up, PTEN del growth, bCat KO growth, Yeast growth inh, NPY-Y2 antag, Phagocytosis inh
(33) CCOC(=O)N1CCN(C(=O)CN(Cc2ccccc2)S(C)(=O)=O)CC1
 : -1, -1.9, 11, 15, -21, 87, 104, -12, 4, 0
(34) Cc1cc(NCc2ccco2)n2ncnc2n1
 : -1, -1.0, 10, 7, 6, 93, 93, -26, 1, -4
(35) CCc1cc(C(=O)N2CCOCC2)c(NC2=NS(=O)(=O)c3ccccc32)s1
 : 10, -3.2, 7, -20, -6, 82, 92, -31, 2, 0
(36) CCCC1=C(C(=O)OCC)C(/C=C/c2ccccc2)n2ncnc2N1 (stereo unspecified)
 : -4, -4.6, 6, 3, -6, 32, 30, -5, 7, 0
(37) CCOC(=O)C1=C(CSc2nc(C)cc(C)c2C#N)OC(N)=C(C#N)C1c1ccccc1 (stereo unspecified)
 : 4, -4.9, 21, 3, -12, 90, 100, -34, 4, -2
(38) COc1ccc(N2CCN(C(=O)c3ccc(NS(=O)(=O)c4ccccc4)cc3)CC2)cc1
 : 6, -2.7, 16, -36, -8, 77, 85, -28, -1, .
(39) Cc1ccc(NC(=O)C2CCCO2)cc1[N+](=O)[O-] (stereo unspecified)
 : 4, 1.5, 17, -14, -6, 87, 88, -24, 3, -12
(40) COc1cccc2cc(C(=O)Nc3cccnc3N3CCOCC3)c(=O)oc12
 : 7, -1.8, 14, -14, -15, 105, 102, -27, 1, -1
(41) O=C(c1ccc2ccccc2c1)N1CCN(c2ccc(C(F)(F)F)cn2)CC1
 : -10, -0.1, 3, 25, -7, 90, 108, -32, 7, 0
(42) O=C(O)c1cc2cc(Cl)cc(Cl)c2oc1=O
 : -8, -2.6, 4, 0, -26, 104, 112, -33, -1, 0
(43) COc1ccc(NC(=O)CN(C)CC(=O)Nc2ccccc2SC)cc1
 : -7, -0.5, 15, 70*, 2, 87, 94, -18, 2, -5
(44) Cc1sc(NC(=O)/C=C/c2ccco2)c(C(=O)OC(C)C)c1C
 : 2, -2.7, 11, ., 12, 64, 67, -18, 1, -12
(45) COc1ccc(-c2nnn(CC(=O)N(CC(=O)NCCC(C)C)c3ccccc3)n2)cc1OC
 : -1, -1.7, 4, 10, -6, 86, 99, -36, 3, 0
(46) Cc1nnc(SCC(=O)c2ccc(S(=O)(=O)N3CCOCC3)cc2)n1-c1ccccc1
 : -4, -0.6, 4, 19, -12, 102, 100, -62, -1, 1
(47) O=C(O)C1CC(=O)N(C2CCCCCC2)C1 (stereo unspecified)
 : 9, 1.3, 15, 19, 4, 98, 91, -30, 3, -2
(48) Cc1ccc(C(=O)Nc2nc(C)c(C(=O)Nc3ccc4c(c3)CCC4)s2)cc1
 : -5, -4.6, 5, 13, -2, 15, 14, -7, 5, 2
(49) COc1cccc(NC(=O)COc2ccc(S(=O)(=O)NC(C)C)cc2)c1
 : -6, -4.0, 14, -15, ., 98, 92, -14, 4, .
(50) Cc1nnc(C)c2c(C)n(C(c3ccccc3)c3ccccc3)c(C)c12
 : 8, -3.3, 2, 60, -17, 64, 71, -46, 10, -3
(51) COc1cc(/C=N/N2CCN(C3c4ccccc4-c4ccccc43)CC2)cc(OC)c1O
 : 0, -2.3, 4, -10, -3, 69, 80, -22, 0, -3
(52) Cc1ccccc1NC(=O)CCC(=O)N/N=C/c1cc([N+](=O)[O-])ccc1O
 : -3, 2.2, 4, 11, 1, 54, 54, 1, 2, -4

The list continues.
Screens in order – GALR2 blocker, MRP1 act, Measles CPE, E-sel TNF inh, Yeast lifespan up, PTEN del growth, bCat KO growth, Yeast growth inh, NPY-Y2 antag, Phagocytosis inh
(53) CCOc1ccccc1C1C(C(=O)OC)=C(N)OC2=C1C(=O)CCC2 (stereo unspecified)
 : -3, -0.4, 5, 22, -1, 104, 96, -76, 1, 2
(54) CCN(CC)CCn1c(=N)n(CC(O)c2ccco2)c2ccccc21 (stereo unspecified)
 : -2, -1.7, 4, 7, 6, 85, 86, -27, 7, 0
(55) Cc1ccc(CN(c2ccc(C(=O)NCc3ccccn3)cc2)S(C)(=O)=O)cc1
 : -8, 0.0, 6, ., -6, 79, 80, -21, 2, -2
(56) CC(=O)COc1ccc2c(-c3ccccc3)cc(=O)oc2c1
 : -11, -0.3, 69*, ., -7, 100, 95, 7, 5, -4
(57) O=C(CP(=O)(c1ccccc1)c1ccccc1)N/N=C/c1cc(Br)cc(Br)c1O
 : 2, 2.6, 11, -30, 1, 11, 15, -33, 1, -9
